Compound activity as filed in PubChem BioAssay.
POLH inh: inhibitors of human DNA polymerase eta; Q9Y253; recombinant Pol eta, fluorescent DNA replication assay; Potency, µM (series often up to 114 µM), for inactives: at the highest dose activity change, negative = inhibition, usual class: inhibitors; hit rate 1.2% among 390,000; AID 588591; further: on the % scale 0 is the no-effect control and ±100 the full control effect
Target sequence (Q9Y253 whole entry, looked up): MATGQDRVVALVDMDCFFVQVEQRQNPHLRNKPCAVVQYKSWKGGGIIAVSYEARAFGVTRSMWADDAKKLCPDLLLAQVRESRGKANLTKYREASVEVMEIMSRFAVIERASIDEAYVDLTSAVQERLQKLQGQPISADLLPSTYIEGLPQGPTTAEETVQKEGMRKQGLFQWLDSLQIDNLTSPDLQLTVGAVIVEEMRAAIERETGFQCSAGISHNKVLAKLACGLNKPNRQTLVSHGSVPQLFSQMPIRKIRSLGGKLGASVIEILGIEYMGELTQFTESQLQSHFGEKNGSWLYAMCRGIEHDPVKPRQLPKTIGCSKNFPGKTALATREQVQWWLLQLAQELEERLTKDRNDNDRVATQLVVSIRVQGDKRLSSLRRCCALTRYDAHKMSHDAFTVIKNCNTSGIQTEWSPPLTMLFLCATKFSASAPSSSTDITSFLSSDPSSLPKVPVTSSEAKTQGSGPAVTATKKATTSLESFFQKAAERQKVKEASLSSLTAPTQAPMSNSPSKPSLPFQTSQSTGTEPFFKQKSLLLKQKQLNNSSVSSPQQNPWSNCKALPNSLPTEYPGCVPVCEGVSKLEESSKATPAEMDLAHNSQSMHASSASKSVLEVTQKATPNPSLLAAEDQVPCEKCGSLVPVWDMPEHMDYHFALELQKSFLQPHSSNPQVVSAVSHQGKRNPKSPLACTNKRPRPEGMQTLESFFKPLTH
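Fluorescent replication assay: 50 nM final substrate added after a 15 min room-temperature compound preincubation with 10 nM enzyme. Signal taken at 0 min and again at 10 min.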
POLI inh: inhibitors of human DNA polymerase iota. Pol iota fluorescent replication assay, 10 min. hit rate 1% among 390,000. Q9UNA4. Potency, µM (top dose mostly 115 µM), for inactives: at the top dose activity, negative = inhibition, most hits filed as inhibitors
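Pol iota at 10 nM preincubated 15 min with compounds at room temperature; reaction started with fluorescent substrate, 50 nM final. Fluorescence read kinetically at 0 and 10 min; buffer-only wells as negative control.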
BLM inh: Bloom syndrome helicase (human) inhibition | P54132 | recombinant BLM DNA unwinding, fluorescence dequenching | Potency, µM (top dose mostly 56.1 µM), inactives show at the highest dose activity change, negative = inhibition, usual class: inhibitors | hit rate 0.2% among 350,000;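 further: plate controls were vehicle for no effect and no enzyme for full effect; nearly all actives have a fitted effect of over 35% in size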
APEX1 inh: APE1 (human) endonuclease inhibition; AID 2517; hit rate 0.35% among 350,000; P27695; Potency, µM (series often up to 65.8 µM), without a hit: at the top dose activity change, negative = inhibition, usual class: inhibitors; recombinant APE1, TAMRA/BHQ-2 abasic DNA cleavage fluorescence;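 further: plate controls were vehicle for no effect and reference inhibitor for full effect; nearly all actives have a fitted effect of over 55% in size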
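APE1 at 0.75 nM final was preincubated with compound 15 min at room temperature, then 50 nM double-stranded THF abasic-site substrate (5'-TAMRA/3'-BHQ-2) was added. Fluorescence (ex 525/em 598 nm) was read kinetically; third-minus-first read gave activity.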
BAZ2B inh: BAZ2B (human) inhibition | AlphaScreen BAZ2B-H3K14Ac peptide displacement | Potency, µM (series often up to 114 µM), without a hit: at the top dose activity change, negative = inhibition, hits mostly inhibitors | hit rate 4.4% among 360,000 | Q9UIF8; further: on the % scale 0 is the no-effect control and ±100 the full control effect; nearly all actives have a fitted effect of over 60% in size
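Multi-concentration screen (max 110 uM) measuring displacement of acetylated histone H3 peptide from BAZ2B by AlphaScreen, using 50 nM protein, 50 nM peptide and 10 ug/mL streptavidin donor plus Ni-chelate acceptor beads.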
JMJD2A Tudor inh: blocks the human JMJD2A Tudor domain. O75164. Potency, µM (doses to about 114 µM), inactives show at the highest dose activity change, negative = inhibition, usual class: inhibitors. hit rate 4.4% among 390,000. AID 504339. AlphaScreen JMJD2A-Tudor / H3K4me3 peptide binding; further: on the % scale 0 is the no-effect control and ±100 the full control effect; nearly all actives have a fitted effect of over 50% in size
G9a inh: inhibitors of human histone lysine methyltransferase G9a. hit rate 8.8% among 350,000. AID 504332. G9a H3K9 monomethylation, AlphaScreen, 2 h. Q96KQ7. Potency, µM (top dose mostly 102 µM), for the others: top-dose activity, negative = inhibition, most hits filed as inhibitors; further: on the % scale 0 is the no-effect control and ±100 the full control effect; nearly all actives have a fitted effect of over 75% in size
Target sequence (Q96KQ7 913-1193 limits assumed): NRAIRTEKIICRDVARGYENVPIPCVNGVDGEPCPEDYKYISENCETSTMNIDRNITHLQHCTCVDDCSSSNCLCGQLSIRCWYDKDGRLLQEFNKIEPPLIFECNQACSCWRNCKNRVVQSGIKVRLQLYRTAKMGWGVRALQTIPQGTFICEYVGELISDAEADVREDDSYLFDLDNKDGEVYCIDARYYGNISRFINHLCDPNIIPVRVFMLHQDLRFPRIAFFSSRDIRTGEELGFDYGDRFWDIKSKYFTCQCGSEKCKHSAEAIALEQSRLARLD
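Readings reflect AlphaScreen signal from monomethyl-H3K9 antibody detection. HMT at 20 nM; substrate b-H3K9 500 nM; cofactor SAM 20 uM; 2 h RT reaction; compounds tested as titrations in qHTS with 15 min preincubation.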
POLB inh: DNA polymerase beta (human) inhibition | P06746 | Pol beta primer extension/strand displacement, fluorescence kinetic | Potency, µM (series often up to 114 µM), for inactives: at the highest dose activity change, negative = inhibition, usual class: inhibitors | hit rate 1.3% among 340,000 | AID 485314; further: on the % scale 0 is the no-effect control and ±100 the full control effect
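Pol beta (10 nM) and compounds were preincubated 15 min at room temperature, then 50 nM substrate (final) started primer extension/strand displacement. Reads were taken at 0 and 10 min; concentration-response data were fitted to a four-parameter Hill equation.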
POLK inh: blocks human DNA polymerase kappa activity | AID 588579 | Potency, µM (top dose mostly 107 µM), inactives show at the top dose activity, negative = inhibition, actives largely listed as inhibitors | Q9UBT6 | purified Pol kappa, fluorescent DNA synthesis assay, 10 min | hit rate 0.53% among 400,000; further: on the % scale 0 is the no-effect control and ±100 the full control effect
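Kinetic fluorescence screen: compound preincubated 15 min RT with 10 nM enzyme; 50 nM substrate (final) initiates; reads at 0/10 min.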
* marks the source's active call; other numbers are inactive results; ? = inconclusive; / = not tested or not shown; [ ] = remark or other dose. The call rests on the fitted dose curve; in most records, active means well fitted curve in the direction sought with a large enough effect; inconclusive means small, poorly fitted or top-dose-only effect, or another doubt; inactive means no such curve, though single readings can be large; an effect the other way counts as inactive or inconclusive. Potency means the concentration at half of the fitted maximal effect. This is a subset; count on the stated rates, not on these rows.

SMILES	POLH inh	POLI inh	BLM inh	APEX1 inh	BAZ2B inh	JMJD2A Tudor inh	G9a inh	POLB inh	POLK inh
COC(=O)c1ccc(NC(=O)CSc2nnc(-c3ccccc3Br)n2-c2ccccc2)cc1	7%	80%[activator]	/	/	/	-13%	/	/	-11%
Cc1cc(Br)ccc1NC(=O)c1coc(=O)c2ccccc12	3%	-9%	-1%	/	-10%	7%	-21%[59 µM]	7%	-7%
CCN(CC(=O)Nc1ccc(OC)cc1)C(=O)C1CCN(C(=O)c2ccc(Cl)cc2)CC1	3%	-1%	/	-12%	8%	-8%	-8%[59 µM]	/	-1%
O=C(C[n+]1cc(-c2ccc(Br)cc2)n2c1CCCCC2)c1ccccc1	2%	19%	-2%	1%	-16%	-17%	-38%	-27%	-17%
O=C(N[C@@H](Cc1ccccc1)C(=O)N1CCC2(CC1)NCCc1[nH]cnc12)c1cccc(Br)c1	-9%	-2%	1%	-13%	?	-28%	/	0%	-10%
Cn1ncc2c(Nc3ccc(Cl)cc3)ncnc21	-18%	-4%	0%	-19%	-11%	-17%	21%	-21%	-10%
COc1ccccc1C1C(C(=O)N2CCCCC2)=C(C)Nc2nc3ccccc3n21 (stereo unspecified)	0%	-2%	-4%	/	0%	-17%	-8%[59 µM]	11%	-6%
COc1cc(S(=O)(=O)N2CCN3CCCC3C2)ccc1-n1cnnn1 (stereo unspecified)	-12%	26%	0%	3%	/	-15%	-10%[59 µM]	?	-1%
O=C(COC(=O)c1ccc(S(=O)(=O)NCc2ccco2)cc1)NCCC1=CCCCC1	?	?	-10%	?	?	-21%	-44%[12.7 µM]	45µM*	?
O=C(Nc1ccccc1)C1CCOC1=O (stereo unspecified)	-7%	39%[activator]	/	/	/	-9%	/	/	0%
CO[C@H]1[C@@H]2C=CO[C@@H](O[C@H]3O[C@@H](CO)[C@H](O)[C@@H](O)[C@@H]3O)[C@@H]2[C@@]2(CO)O[C@@H]12	-17%	13%	/	17%	8%	-8%	-5%[2.33 µM]	/	7%
CC(C)OCCCNC(=O)C1CC(=O)N(CCc2ccc(F)cc2)C1 (stereo unspecified)	0%	2%	0%	26%	7%	-21%	34%	34%	-2%
COc1ccc(-c2csc(NC(=O)CCn3cnc4ccccc4c3=O)n2)cc1OC	4%	?	-9%	2%	-36%	-20%	13%[0.501 µM]	-8%	-14%
Cc1ccc2c(c1)c1c3n2CCN(CC#N)C3CCC1 (stereo unspecified)	5%	-3%	-5%	30%	?	-21%	6%[59 µM]	-2%	-18%
COc1cc(/C=C/C(=O)Nc2nnc(C(C)(C)C)s2)cc(OC)c1OC	-17%	14%	-5%	24%	13%	-24%	4.5µM*	11%	-8%
CCn1c(SCC(=O)Nc2ccc(OC)c(OC)c2)nnc1-c1cnccn1	-8%	17%	2%	40%	-5%[57.1 µM]	-14%	12%	-9%	-8%
O=C(O)CCn1c(C2CCCCC2)nc2ccccc21	?	11%	-1%	12%	?	-22%	?	?	-7%
NS(=O)(=O)c1ccc(NC(=O)C2Cc3ccccc3CN2C(=O)c2ccco2)cc1 (stereo unspecified)	20µM*	20µM*	-16%	-36%	50µM*	40µM*	50µM*	28µM*	79µM*
COc1ccc(CNC(=O)C2Cc3ccccc3CN2C(=O)c2ccco2)cc1 (stereo unspecified)	-14%	5%	-2%	-4%	-24%	-11%	-7%	?	-2%
CCOc1ccc(/C=N/NC(=O)CC(=O)NCc2ccccc2)cc1	2%	2%	-3%	-12%	-21%	-11%	17%	6%	-9%
COC(=O)c1cc(OC)c(OC)cc1NC(=O)c1cc(-c2ccccc2)nc2ccccc12	-16%	?	-4%	-3%	1%	-15%	-29%	32%	?
COCCCn1c(-c2cccs2)nc2nc3ccccc3nc21	-6%	-18%	-1%	-1%	4%	10%	8%	6%	-6%
COc1cccc(N2C(=O)N(c3ccccc3)C3CS(=O)(=O)CC32)c1 (stereo unspecified)	-9%	-7%	-2%	-4%	-9%	-4%	-20%[59 µM]	1%	0%
COc1ccc(C(=O)NCCS(=O)(=O)NCC2CCCO2)cc1 (stereo unspecified)	8%	17%	/	-10%	22%	2%	0%[0.501 µM]	/	-4%
C[C@]12C(=O)N(c3ccc(C(F)(F)F)cc3)C(=O)N1[C@@H]1c3ccccc3OC[C@@H]1[C@H]2c1ccccc1	-5%	-13%	-7%	18%	?	-19%	-13%	-1%	-11%
Additional structures
SMILES	POLH inh	POLI inh	BLM inh	APEX1 inh	BAZ2B inh	JMJD2A Tudor inh	G9a inh	POLB inh	POLK inh
CC1C(=O)N2CCCc3cc(S(=O)(=O)Nc4ccccc4C(N)=O)cc1c32 (stereo unspecified)	-2%	11%	/	6%	-1%	-10%	45µM*	/	-13%
CCOC(=O)Cn1nnnc1C(CC)N(Cc1cc2c(C)cc(C)cc2[nH]c1=O)C1CCCC1 (stereo unspecified)	/	/	0%	-1%	3%	/	2%	-9%	/
Cc1cc(COc2ccccc2OCCN2CCN(C)CC2)no1	-8%	1%	2%	-6%	-26%	-21%	11%[12.7 µM]	3%	-3%
Cc1cccc(NC(=O)c2ccc(C3SCC(=O)N3CCc3ccccc3)cc2)c1 (stereo unspecified)	-18%	-3%	-6%	-3%	-5%	-11%	17%	?	-16%
COc1cc(/C=N/Nc2ccccn2)ccc1OCC(C)C	-3%	1%	-6%	-8%	-11%	-13%	-3%	?	-9%
CCNC(=O)C(=O)NCC(c1ccc2c(c1)OCO2)N1CCOCC1 (stereo unspecified)	4%	-12%	-1%	37%	13%	-8%	-20%	24%	-11%
O=C(CSc1nc2ccccc2[nH]1)N1CCN(c2ccc(F)cc2)CC1	?	-11%	-4%	2%	0%	-4%	-10%[12.7 µM]	0%	-11%
CCOCCCNC(=O)c1cc(=O)n(Cc2cccc(C)c2)c2ccccc12	-8%	63%[activator]	-3%	14%	-2%	-13%	9%	32%	2%
CNC(=S)N(CCc1c(C)[nH]c2ccc(OC)cc12)Cc1ccco1	-10%	-19%	-7%	0%	?	?	50µM*	26%	6%
CCOC(=O)C1CCCN(C(=O)C2CCN(S(=O)(=O)c3ccc(Cl)c(C(F)(F)F)c3)CC2)C1 (stereo unspecified)	-26%	?	/	/	/	-9%	/	/	?
CCc1ccc(NC(=O)Cn2cnc3sc(C)c(S(=O)(=O)N4CCC(C)CC4)c3c2=O)cc1	-23%	-12%	-3%	/	3%	-5%	-18%[59 µM]	35%	-10%
CC(C)CCC(C)NC(=O)c1ccc2nccnc2c1 (stereo unspecified)	-12%	62%[activator]	-3%	?	4%	-8%	?	14%	1%
CC(C)(C)OC(=O)N1CCC(c2cc(=O)n3[nH]cc(C(=O)Nc4ccc(F)c(Cl)c4)c3n2)CC1	-1%	?	0%	4%	-2%	-18%	-42%	-21%	-11%
Cc1cc(Nc2ccc(Br)c(C)c2)n2nc(-c3ccco3)nc2n1	-3%	-6%	-2%	/	-6%	-23%	-10%[59 µM]	1%	2%[60.1 µM]
CS(=O)(=O)N(CC(=O)NCCC1=CCCCC1)c1cccc([N+](=O)[O-])c1	-11%	2%	-1%	2%	-16%	-20%	7%	16%	-11%
O=C(Nc1cccc(Cl)c1)Nc1ccc2nccnc2c1	-14%	36%[activator]	-6%	-12%	-22%	3%	50µM*	?	9%
Cc1cccc(C2=Nc3ccccc3N=C(c3cc(Cl)ccc3O)C2)c1	1%	3%	-4%	/	4%	10%	1%[59 µM]	?	-21%
Fc1ccccc1N1CCN(C(c2cccs2)c2nnnn2CCc2ccccc2)CC1 (stereo unspecified)	-18%	8%	-8%	-6%	6%	?	7%[59 µM]	5%	-3%
CCCc1cc(Nc2ccccc2)n2ncnc2n1	-4%	2%	-1%	4%	0%	11%	37%	30%	5%
Cc1ccn2c(NC3CCCC3)c(-c3ccsc3)nc2c1	-21%	45%[activator]	-3%	-6%	-23%	-15%	?	0%	-11%
O=C(NC(=O)c1ccccc1)NC1(C(F)(F)F)OCCO1	/	/	-3%	11%	3%	/	-2%	3%	/

Molecules from the list above with a Cl atom (six):
SMILES	POLH inh	POLI inh	BLM inh	APEX1 inh	BAZ2B inh	JMJD2A Tudor inh	G9a inh	POLB inh	POLK inh
CCN(CC(=O)Nc1ccc(OC)cc1)C(=O)C1CCN(C(=O)c2ccc(Cl)cc2)CC1	3%	-1%	/	-12%	8%	-8%	-8%[59 µM]	/	-1%
Cn1ncc2c(Nc3ccc(Cl)cc3)ncnc21	-18%	-4%	0%	-19%	-11%	-17%	21%	-21%	-10%
CCOC(=O)C1CCCN(C(=O)C2CCN(S(=O)(=O)c3ccc(Cl)c(C(F)(F)F)c3)CC2)C1 (stereo unspecified)	-26%	?	/	/	/	-9%	/	/	?
CC(C)(C)OC(=O)N1CCC(c2cc(=O)n3[nH]cc(C(=O)Nc4ccc(F)c(Cl)c4)c3n2)CC1	-1%	?	0%	4%	-2%	-18%	-42%	-21%	-11%
O=C(Nc1cccc(Cl)c1)Nc1ccc2nccnc2c1	-14%	36%[activator]	-6%	-12%	-22%	3%	50µM*	?	9%
Cc1cccc(C2=Nc3ccccc3N=C(c3cc(Cl)ccc3O)C2)c1	1%	3%	-4%	/	4%	10%	1%[59 µM]	?	-21%
